Bioassay records (PubChem)
PLK1 PBD inh: inhibitors of human PLK1 polo-box domain binding. actives 2.8% (n = 360,000). Potency, µM, for inactives: max response, negative = inhibition, actives largely listed as inhibitors. Plk1 PBD binding of FITC phosphopeptide, fluorescence polarization; also: potency is read from the fitted curve at half-maximal effect; series mostly up to about 57 µM; % is scaled to controls: 0 for no effect and ±100 for the full control effect; nearly all actives have a fitted effect of over 65% in size
Target sequence (P53350 whole entry, looked up, the tested form may be a part): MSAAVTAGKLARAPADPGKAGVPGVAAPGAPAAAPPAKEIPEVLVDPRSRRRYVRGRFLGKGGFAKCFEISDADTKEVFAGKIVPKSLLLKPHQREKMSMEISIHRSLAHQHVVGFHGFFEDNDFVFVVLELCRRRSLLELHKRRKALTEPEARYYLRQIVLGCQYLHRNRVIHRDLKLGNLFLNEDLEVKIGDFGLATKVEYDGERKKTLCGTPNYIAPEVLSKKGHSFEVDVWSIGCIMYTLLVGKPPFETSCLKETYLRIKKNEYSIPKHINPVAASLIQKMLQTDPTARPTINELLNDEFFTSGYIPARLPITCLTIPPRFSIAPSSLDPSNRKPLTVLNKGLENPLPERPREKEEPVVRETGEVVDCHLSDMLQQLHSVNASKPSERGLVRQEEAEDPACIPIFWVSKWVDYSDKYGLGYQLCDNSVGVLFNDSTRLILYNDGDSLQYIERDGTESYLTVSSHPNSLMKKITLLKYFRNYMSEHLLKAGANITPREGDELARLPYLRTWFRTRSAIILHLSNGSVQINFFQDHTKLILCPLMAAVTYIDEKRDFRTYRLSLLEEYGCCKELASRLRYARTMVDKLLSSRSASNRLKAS
EPAC1 ag: EPAC1 (human) agonism; Potency, µM (series often up to 154 µM), for the others: top-dose activation, hits mostly activators; actives 0.073% (n = 360,000); EPAC1 agonist qHTS, biochemical assay; response scale: 100% = response to 6.5 mM cAMP; also: potency is read from the fitted curve at half-maximal effect; nearly all actives have a fitted effect of over 60% in size
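Multi-concentration qHTS readout: loss of Rap1B-bound BODIPY-GDP fluorescence driven by 100 nM EPAC1 with excess GDP (50 uM), monitored kinetically at room temperature; agonist response expressed relative to 6.5 mM cAMP.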
EPAC1 antagonist: blocks human EPAC1 exchange factor. O95398. EPAC1 GEF assay, Rap1b-BODIPY-GDP exchange fluorescence. Potency, µM (doses to about 115 µM), without a hit: at the top dose activity change, negative = inhibition, actives largely listed as inhibitors. actives 0.14% (n = 360,000);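 also: potency is read from the fitted curve at half-maximal effect; plate controls were vehicle for no effect and positive control for full effect; nearly all actives have a fitted effect of over 50% in size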
IL2 activator: IL-2 activation | IL-2 activation reporter assay, cell-based qHTS; stimulated with anti-CD3/CD4/CD28 beads; in transgenic mouse T cells | activation, % (series mostly up to about 46 µM) | actives 0.065% (n = 360,000); in the data active = activation above about 50%; inconclusive = mostly about 30% to 49%; also: 0% is about no effect
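Readout: EGFP and DsRed signals by fluorescent plate cytometry. Unstimulated transgenic mouse T cells received compound 60 min before antibody-bead stimulation, then incubated 18 h at 37 degrees C.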
FUS suppressor: rescues growth of FUS-expressing yeast; S. cerevisiae FUS-expressing, growth rescue, OD600, 24 h; actives 0.24% (n = 390,000); Potency, µM (doses to about 76.6 µM), without a hit: top-dose growth rescue (activation), usual class: activators; AID 1347120;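 also: potency is read from the fitted curve at half-maximal effect; plate controls were DMSO vehicle for no effect and reference control for full effect; nearly all actives have a fitted effect of over 55% in size; some results filed as inactive show a strong effect at the top dose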
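Yeast FUS proteinopathy model; galactose-induced FUS (2%), starting OD 0.005. Cpds in dilution series, 24hr, 30C, 99% humidity. Abs 600 nm growth. Pos ctrl CP55940 (top 92uM final); neg ctrl DMSO.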
Abeta yeast res: compounds reversing amyloid beta toxicity in yeast | yeast expressing A-beta42, growth rescue, OD600, 48 h; response scale: 0% DMSO, 100% iron-clioquinol control | Potency, µM (top dose mostly 46.1 µM), inactives show top-dose growth rescue, hits mostly activators | actives 0.063% (n = 410,000); also: potency is read from the fitted curve at half-maximal effect; nearly all actives have a fitted effect of over 55% in size
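Yeast growth medium received pinned compounds, then yeast cells expressing toxic A-beta were added; plates incubated at 30 C for 48 hr. Growth read as absorbance at 600 nm, normalized to DMSO and equimolar FeCl3 plus clioquinol controls.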
WRN inhibitor: inhibitors of human WRN helicase; Q14191; Potency, µM (doses to about 114 µM), for inactives: at the highest dose activity change, negative = inhibition, most hits filed as inhibitors; WRN helicase unwinding, fluorescent forked duplex, kinetic; actives 0.46% (n = 360,000); also: potency is read from the fitted curve at half-maximal effect; % is scaled to controls: 0 for no effect and ±100 for the full control effect; nearly all actives have a fitted effect of over 55% in size
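WRN at 20 nM final was preincubated with compound for 15 min at room temperature; reaction started with 100 nM forked duplex oligonucleotide carrying fluorophore and quencher plus 2 mM ATP (final). Unwinding followed kinetically by red fluorescence (ex 525/em 598 nm).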
PI5P4Ka inh: inhibitors of human PI5P4K alpha. P48426. PI5P4Kalpha enzyme, ADP-Glo luminescence, 60 min; hits give low values. max response, %. actives 1.2% (n = 330,000); active = max response of -50% or lower; inconclusive = between -30% and -50%; inactive = -30% or higher; also: value at the top dose of about 77 µM; % is scaled to controls: 0 for no effect and ±100 for the full control effect
Target sequence (P48426 whole entry, looked up): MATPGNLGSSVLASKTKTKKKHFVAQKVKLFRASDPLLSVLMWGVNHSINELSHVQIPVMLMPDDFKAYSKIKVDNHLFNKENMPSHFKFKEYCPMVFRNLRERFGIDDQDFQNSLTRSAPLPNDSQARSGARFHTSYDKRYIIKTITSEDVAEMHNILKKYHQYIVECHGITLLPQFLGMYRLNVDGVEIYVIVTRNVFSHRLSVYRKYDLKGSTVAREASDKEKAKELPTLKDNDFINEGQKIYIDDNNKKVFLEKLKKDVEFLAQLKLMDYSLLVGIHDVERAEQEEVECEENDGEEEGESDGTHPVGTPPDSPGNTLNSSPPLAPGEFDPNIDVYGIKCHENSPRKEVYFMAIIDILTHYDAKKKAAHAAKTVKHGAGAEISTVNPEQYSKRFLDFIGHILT
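Reactions run in 0.038 M HEPES pH 7.4, 0.28 mM EGTA, 0.1% CHAPS and 5% DMSO, with PI5P4Kalpha, substrate, compound and 5 microM ATP final, one hour at room temperature. Readout is ADP-Glo luminescence.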
The depositor's hits bear a star; ? = inconclusive; nt = no result given; [ ] = dose if it differs, or a comment. Unless noted, calls follow the shape of the dose curve; as a rule, active = well fitted curve in the direction sought with a large enough effect; inconclusive = small, poorly fitted or top-dose-only effect, or another doubt; inactive = no such curve, though single readings can be large; an effect the other way counts as inactive or inconclusive. The order is random, and some 4.1% of all compounds hit somewhere here.

Sequence of screens – PLK1 PBD inh | EPAC1 ag | EPAC1 antagonist | IL2 activator | FUS suppressor | Abeta yeast res | WRN inhibitor | PI5P4Ka inh
> CCC(=O)N=c1sc2cc([N+](=O)[O-])ccc2n1CCOC
    2.4% | -4.1% | 12.4% | 0.2 | -4.0% | 9.7% | 8.0% | 0.1
> CCCCCCN1C[C@@H](n2cc(-c3ccc(F)cc3)nn2)[C@H](O)C[C@@H]1c1ccc(Cl)cc1
    1.8% | -18.4% | -17.4% | -5.1 | 25.9% | 15.3% | -7.7% | 6.7
> COCCN1CN(S(=O)(=O)c2ccccc2)c2nc3ccccc3nc21
    -6.0% | 8.2% | 5.3% | -0.4 | 0.2% | 6.0% | -7.3% | -1.2
> CN1c2ccccc2C(=O)NC1c1ccc([N+](=O)[O-])s1 (centres undefined)
    -9.0% | 9.4% | -12.9% | -3.0 | 5.2% | -9.5% | -3.0% | -5.8
> Cc1ccc(/C=N/NC(=O)CNC(=O)c2ccc(C)c([N+](=O)[O-])c2)o1
    -14.2% | -7.1% | -15.7% | 0.2 | -1.7% | -12.1% | 2.0% | -1.5
> CCc1cc2c(N3CCCCC3)ncnc2s1
    -2.8% | -1.2% | 3.5% | 0.0 | -4.4% | 2.9% | -1.2% | 0.4
> Cc1nc(CCNC(=O)C2CCC(=O)N(CCc3cccc(F)c3)C2)sc1C (centres undefined)
    4.4% | -6.6% | -15.6% | -0.5 | nt | 4.2% | 1.4% | 5.5
> O=C1CNCc2[nH]c3ccccc3c2N1c1ccccc1
    -8.0% | 8.7% | -1.6% | 2.4 | ? | 3.1% | -2.9% | nt
> CCOC(=O)C1CCN(Cc2c(O)ccc3ccccc23)CC1
    ? | 7.2% | 1.5% | 1.0 | 15.5% | 3.7% | -14.7% | nt
> COc1ccc(NC(=O)Nc2nnc(Cc3ccc(F)cc3)s2)cc1
    1.5% | 7.9% | -5.1% | 0.0 | 21.0% | -3.6% | 9.4% | -6.0
> Cc1cccc(Nc2nc(N3CCOCC3)nc(N3CCOCC3)n2)c1
    -0.9% | 4.4% | -8.8% | -3.8 | 8.4% | 22.6% | -0.4% | 10.4
> CN(C)C1CN(Cc2cn(Cc3ccc(Cl)cc3)nn2)S(=O)(=O)C1 (centres undefined)
    -10.0% | 3.9% | -19.4% | 1.1 | -18.6% | -8.6% | 8.7% | -3.4
> CN1CCN(S(=O)(=O)c2ccc([N+](=O)[O-])cc2)CC1
    -12.9% | 0.1% | 1.3% | -0.3 | -23.6% | -12.6% | 2.5% | 4.1
> O=C(COC(=O)C1CCN(c2ccc(C(F)(F)F)cn2)CC1)c1ccc(F)cc1
    -0.5% | -12.0% | -4.9% | 7.7 | 13.0% | 21.8% | -12.8% | 9.4
> CC(=O)NC1C(=O)N(C)c2ccc(Br)cc21 (centres undefined)
    -9.4% | 4.6% | 5.9% | -0.9 | 30.7% | 5.4% | 7.0% | nt
> COc1ccc(C/C(C)=N/NC(=S)Nc2ccc(C)c(C)c2)cc1
    ? | 15.9% | 4.1% | -0.5 | 9.0% | 18.4% | -28.3% | -14.4
> Cc1cc(OCC(=O)OC(C)C(=O)Nc2ccc(N3CCOCC3)cc2)ccc1Cl (centres undefined)
    -9.0% | -3.1% | -4.3% | 0.3 | 0.6% | 2.9% | 0.1% | 0.9
> CC1(c2nnnn2-c2ccc3c(c2)OCCO3)CCC(=O)N1CC1CCCCC1 (centres undefined)
    -1.9% | -12.8% | -4.2% | -0.8 | 12.0% | -13.2% | -0.9% | -3.4
> CC(SCc1cc(=O)n2c([nH]c3ccccc32)c1C#N)C(=O)O (centres undefined)
    13.4µM* | -0.7% | 1.0% | -0.5 | 38.2% | 10.0% | ? | ?
> Cc1ccc(C)n1N1C(=O)/C(=C\c2ccc(Cl)cc2)SC1=S
    -8.6% | -3.0% | -15.5% | -0.9 | 28.2% | -13.9% | -5.2%[57.1 µM] | 0.6
> COc1ccc(C(O)Cc2nccn2C)cc1 (centres undefined)
    -0.1% | -12.1% | 2.5% | 0.4 | -3.2% | 1.5% | -0.2% | -2.6
> Cc1cc(N2CCCC2)ccc1NC(=O)CN1C(=O)NC2(CCCCC2)C1=O
    -7.6% | 3.2% | -1.3% | 1.1 | ? | 6.6% | -5.9% | -14.0
> O=c1c2c(-c3ccc([N+](=O)[O-])cc3)csc2nc2n1CCC2
    26.7µM* | 7.5% | 1.8% | 0.8 | -7.2% | -10.3% | -9.1% | -17.2
> COc1ccc(NC(=O)NNC(=O)C(O)(c2ccccc2)c2ccccc2)cc1
    -9.1% | 6.2% | 4.1% | -1.3 | 23.1% | 8.8% | 0.0% | -1.2
> COc1ccc(N=Cc2cc(Cc3ccccc3Cl)cc([N+](=O)[O-])c2O)cc1OC
    ? | -7.9% | -16.0% | -3.1 | -14.5% | -53.5%[inhibitor] | 1.9% | ?
> O=C(COC(=O)CNC(=O)C1CCCCC1)NCc1ccccc1
    7.2% | -10.8% | -16.5% | -0.1 | 8.5% | -3.9% | 0.6% | -1.5
> Cc1ccc(S(=O)(=O)N2[C@@H](c3ccc(F)cc3)C(C(=O)O)=CC[C@H]2c2cccc(C)c2)cc1
    -16.6% | -6.7% | 8.2% | -3.0 | -2.0% | -13.7% | -28.5% | 0.0
> C=C(C)CNC(=S)Nc1cccc(N)n1
    -16.2% | 4.6% | -8.6% | -3.6 | 2.4% | 7.3% | -21.8% | ?
> COC(=O)c1ccc(CSc2nc3c(cnn3-c3ccc(C)cc3)c(=O)[nH]2)o1
    -2.5% | -6.8% | 5.6% | -0.4 | 16.0% | 3.8% | -7.1% | nt
> COc1cc(/C=N\NC(=O)c2ccc(C)nc2)ccc1OC(=O)c1ccco1
    -14.3% | 8.0% | -5.6% | -1.1 | 8.9% | -22.3% | -0.6% | -1.4
> CC(=O)Nc1ccc(S(=O)(=O)NCC(=O)OCC(=O)N2CCCCCC2)cc1
    -11.5% | -2.0% | -22.0% | 0.2 | 5.5% | 5.6% | 4.8% | 3.4
> O=C(NCc1ccncc1)C(F)(F)C(F)(F)C(=O)NCc1ccncc1
    -1.5% | -1.3% | 5.8% | -0.1 | 0.1% | 10.8% | 10.1% | 2.7
> O=C(O)C1CCCCC1C(=O)NCCc1cccc(Cl)c1 (centres undefined)
    -10.2% | -11.1% | -11.3% | -1.5 | -52.5%[inhibitor] | 29.2% | 0.3% | nt
> CCCNC(=O)C[C@H]1C[C@H]2c3cc(NC(=O)Nc4ccc(F)cc4)ccc3O[C@H]2[C@@H](CO)O1
    -7.6% | -12.8% | 3.1% | -0.9 | -17.5% | 4.3% | 1.6% | 0.7
> COC(=O)c1cc(CNC(=O)Cc2ccsc2)ccc1OC
    -0.6% | -5.5% | 20.0% | 0.5 | 4.0% | 10.1% | 6.9% | 2.5
> CC(NC(=O)c1c(N)[nH]c(C(=O)c2ccccc2)c1-c1ccccc1Br)c1cccc2ccccc12 (centres undefined)
    -8.8% | 24.6% | -27.7% | -0.1 | 40.5% | 7.1% | -10.8% | -2.7
> C[C@H]1C=C(C(=O)O)O[C@@H](OCc2ccc(CO)cc2)C1
    0.1% | 9.9% | -1.0% | 0.5 | -22.2% | 0.2% | 3.3% | 1.0
> COc1cc(-c2cc(N)n(S(=O)(=O)c3ccccc3)n2)cc(OC)c1OC
    -10.5% | 3.0% | -18.5% | -2.3 | 13.0% | 0.6% | -5.7% | -3.2
> O=C(NCC(F)(F)F)c1cc2c(c(-c3cccc(-c4ccccc4F)c3)n1)[C@H](CCO)N(C(=O)CC1CC1)C2
    -8.4% | 6.1% | -22.8% | -0.6 | ? | 1.9% | -4.0% | 12.3
> O=C(NCCCN1CCCC1=O)c1ccc(CNS(=O)(=O)c2ccc(F)cc2)cc1
    -1.2% | -7.3% | 13.6% | -0.1 | -10.6% | 6.3% | -5.2% | 20.4
> Cc1ccsc1/C=N/Nc1nc2ccccc2s1
    -1.0% | 11.9% | -21.4% | -2.7 | 15.2% | 20.4% | 1.2% | 0.1
> COC(=O)c1cccc(NC(=O)CCCN2C(=O)NC3(CCCC3)C2=O)c1
    -2.0% | -9.4% | 1.4% | 0.9 | 10.8% | -5.1% | 15.6% | -3.4
> COc1ccc(NC(=O)NC(=O)c2ccccc2)cc1
    6.6% | 0.3% | -2.0% | 1.0 | -17.4% | -8.8% | -8.5% | 1.4
> O=C(c1cnc2n(c1=O)CCS2)N(c1ccccc1)C1CCCCC1
    -1.6% | -1.5% | -4.3% | -1.3 | 16.2% | -0.8% | 0.1% | -6.1
> CC(=O)Nc1cccc(-c2ccnc3c2CC(C(=O)NCCc2ccccc2)O3)c1 (centres undefined)
    -6.2% | 4.0% | -5.5% | -0.1 | -0.7% | -11.0% | 0.6% | -3.6
> NC(=O)C1CCN(CCC(=O)Nc2cccc(Cl)c2)CC1
    0.4% | 0.0% | -2.3% | 0.4 | -8.2% | -11.6% | 0.4% | 0.2
> Cn1c(CCN2CCCCC2)nc2cc(NC(=O)Nc3ccccc3)ccc21
    -1.6% | -6.1% | -9.9% | 2.0 | 7.6% | -9.8% | -13.5% | 3.2
> O=C(Cn1c(=O)c2sccc2n(Cc2ccc([N+](=O)[O-])cc2)c1=O)NCCc1ccccc1
    -4.7% | 7.8% | -8.7% | 1.3 | nt | -3.3% | -18.3% | 2.4
> COc1cccc(C2=NN(C(=O)c3ccco3)C(c3ccco3)C2)c1 (centres undefined)
    -11.1% | 13.4% | 7.0% | 1.1 | 21.6% | -26.5% | -10.3% | -1.0
> CCOc1ccccc1-n1nnnc1SCC(=O)NCC1(N2CCOCC2)CCCCC1
    -5.1% | -1.1% | -7.9% | 0.6 | -6.3% | ? | 6.5% | -3.8
> COc1cccc(OC)c1OCCCN1CCC(Cc2ccccc2)CC1
    -11.5% | 7.6% | -7.5% | -4.7 | -5.7% | 0.1% | -2.3% | -0.5
> O=C(CN1CCCCCCC1)Nc1cccc(Cl)c1Cl
    1.3% | -0.8% | 8.6% | -0.6 | -2.0% | -0.5% | 5.6% | 4.3

Limited to EPAC1 antagonist and WRN inhibitor, for 2 of the compounds above:
canonical_smiles | EPAC1 antagonist | WRN inhibitor
O=C(c1cnc2n(c1=O)CCS2)N(c1ccccc1)C1CCCCC1 | -4.3% | 0.1%
CC(=O)Nc1cccc(-c2ccnc3c2CC(C(=O)NCCc2ccccc2)O3)c1 (centres undefined) | -5.5% | 0.6%
